Source: PubChem BioAssay (several laboratories)
TNF death inh = TNF-alpha cell death inhibition in Jurkat FADD-/- cells; Jurkat FADD-/- TNF necroptosis rescue, ATP luminescence, 24 h; 0 = TNF only, 100 = no-TNF cells; activation (protection from cell death), % at 10 µM; actives 0.068% (n = 220,000);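 active = activation, meaning protection from cell death, of at least 50% relative to plate controls; inactive = activation below 50%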;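 also: necroptosis triggered by 40 ng/mL TNF-alpha added together with compound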
thrombin 1536 = blocks human thrombin protease activity. P00734. alpha-thrombin, Boc-VPR-AMC fluorogenic substrate cleavage. inhibition, % at 5 µM. actives 0.26% (n = 220,000);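 active = inhibition at or above 40%; inactive = inhibition below 40%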;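 also: 0% = enzyme with no compound and 100% = wells without enzyme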
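Material: human alpha-thrombin enzyme / Medium: pH 7.5 Tris (50 mM) with NaCl 150 mM, Tween 20 0.05% / Compound: single-point dosing at 5 µM, 0.2% DMSO / Incubation: enzyme reaction carried out at room temperature / Detection: AMC fluorescence, 355/460 nm / Read-out basis: percent inhibition scaled between no-compound controls and no-enzyme blanks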
Rad51 HR inh = blocks human Rad51 in homologous recombination; Q06609; hRad51 DNA strand exchange, fluorescence dequenching; inhibition, % at 10 µM; actives 0.085% (n = 200,000);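 active = inhibition above 40% at the single screening dose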;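 also: 0% = DMSO control wells and 100% = blanks with heterologous ssDNA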
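System: human Rad51 nucleoprotein filaments preassembled on unlabelled ssDNA. Reagent: labelled 47-mer dsDNA for strand exchange. Schedule: 30-min compound preincubation and 15-min exchange, both room temperature. Measured by: FRET fluorescence dequenching, excitation 485 nm, emission 520 nm. Read-out: Fluorescence-based percent inhibition, control- and blank-normalised. Benchmarks: plate controls and plate blanks.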
KLK5 inh = blocks human kallikrein 5 protease activity | Q9Y337 | recombinant hK5, fluorogenic AMC substrate cleavage | inhibition, % at 5 µM | actives 0.59% (n = 210,000) | AID 873;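 active = inhibition of 40% or more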;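 also: 0% = enzyme controls without compound and 100% = no-enzyme blanks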
Target sequence (Q9Y337 67-293 limits assumed): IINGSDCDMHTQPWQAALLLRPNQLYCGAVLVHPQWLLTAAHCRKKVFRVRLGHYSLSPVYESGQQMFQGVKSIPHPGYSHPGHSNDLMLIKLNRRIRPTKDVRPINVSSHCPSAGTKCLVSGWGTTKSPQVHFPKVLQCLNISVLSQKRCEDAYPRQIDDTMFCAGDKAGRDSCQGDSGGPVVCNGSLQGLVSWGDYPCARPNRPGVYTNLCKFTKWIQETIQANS
FXIIa inh = factor XIIa (human) inhibition; P00748; purified FXIIa, Boc-QGR-AMC fluorogenic substrate, 2 h; inhibition, % at 5 µM; actives 0.3% (n = 220,000); AID 800; in the data active = inhibition above about 40%;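 also: 0% = enzyme with no compound and 100% = blank without enzyme; many of its hits are not listed in these tables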
Hck Nef HTS = inhibitors of human Hck kinase activated by Nef; P08631; Recombinant Hck-YEEI plus Nef, Z-Lyte FRET kinase assay; inhibition, % at 20 µM; actives 0.68% (n = 220,000);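 active = Hck-Nef kinase inhibition above about 50%, limit read from the data; inactive = inhibition below that limit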;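 also: 0% = DMSO with Hck plus Nef and 100% = Hck alone without Nef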
FXIa inh 1536 = blocks human coagulation factor XIa protease activity; purified FXIa, Boc-Glu-Ala-Arg-AMC fluorogenic substrate; actives 0.14% (n = 220,000); P03951; inhibition, % at 5 µM;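 active = inhibition of at least 40%; inactive = inhibition below 40%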;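 also: fluorescence of freed AMC excited at 355 nm; 0% = enzyme without compound and 100% = no enzyme blank; many of its hits are not listed in these tables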
Target sequence (P03951 19-387 limits assumed): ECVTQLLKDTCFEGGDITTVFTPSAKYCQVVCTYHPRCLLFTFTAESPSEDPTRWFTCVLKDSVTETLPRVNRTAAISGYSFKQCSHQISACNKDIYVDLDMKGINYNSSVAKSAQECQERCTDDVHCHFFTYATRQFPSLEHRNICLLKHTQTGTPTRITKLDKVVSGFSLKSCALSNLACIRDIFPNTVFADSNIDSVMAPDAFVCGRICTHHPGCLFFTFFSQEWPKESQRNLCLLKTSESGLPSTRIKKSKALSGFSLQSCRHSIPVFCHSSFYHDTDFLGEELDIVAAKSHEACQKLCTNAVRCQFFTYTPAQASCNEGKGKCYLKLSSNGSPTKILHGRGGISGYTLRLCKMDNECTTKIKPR
Target sequence (P03951 388-625 limits assumed): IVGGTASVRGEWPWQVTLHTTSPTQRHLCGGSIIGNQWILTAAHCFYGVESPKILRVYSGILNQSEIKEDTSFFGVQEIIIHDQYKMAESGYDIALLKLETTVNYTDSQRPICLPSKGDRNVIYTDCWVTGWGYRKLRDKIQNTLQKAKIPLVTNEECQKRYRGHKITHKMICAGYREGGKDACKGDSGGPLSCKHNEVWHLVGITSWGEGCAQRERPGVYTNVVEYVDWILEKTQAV
L929 necroptosis = L929 zVAD cell death inhibition. L929 zVAD necroptosis rescue, ATP luminescence, 24 h; with zVAD 60 µM. viability rescue, % at 10 µM. actives 0.38% (n = 220,000). AID 1377;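 active = activation, scaled between plate controls, above about 75%, limit read from the data; inactive = activation under that limit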;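 also: 0% = zVAD with DMSO and 100% = DMSO alone without zVAD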
KCC2 mod = KCC2 (human) Cl- transport modulation. AID 1456. actives 2.2% (n = 190,000). KCC2 cells, thallium flux FluoZin-2 fluorescence. B-score of Tl+ flux slope (higher = more flux/activation; lower = inhibition) at 10 µM. Q9H2X9;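 active = thallium flux slope and its plate-corrected score both differing from the plate sample mean at a set confidence after two filtering rounds, in either direction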;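 also: slope of fluorescence scaled to starting intensity during 10 to 20 s after thallium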
Numbers without * were called inactive; · = no result given.

canonical_smiles	L929 necroptosis	FXIa inh 1536	TNF death inh	Rad51 HR inh	KLK5 inh	FXIIa inh	KCC2 mod	Hck Nef HTS	thrombin 1536
Cc1c(C(=O)N/N=C/c2ccccc2)[nH]c2c([N+](=O)[O-])cccc12	0.6	7	-8.5	-6	7	19	·	25	8
CCCN=C(C)C1=C(O)c2ccccc2C1=O	·	5	0.7	·	-5	14	-0.059	6	4
COc1ccc(C)cc1S(=O)(=O)N(CC(=O)N1CCCC1)c1ccccc1	-0.2	-3	-1.2	6	-35	9	·	-1	2
CCC(C)NC(=O)Cn1cnc([N+](=O)[O-])c1 (stereo not drawn)	0.5	-6	0.8	-23	-5	1	·	15	-5
CC12CCC(C(=O)NC3CCCCC3)([C@H](Br)C1=O)C2(C)C (stereo partly drawn)	0.5	0	2.3	2	2	5	0.087	18	0
O=C(NNC(=O)c1cc(-c2cccnc2)nc2ccccc12)Nc1ccc(Cl)cc1	65	-6	1.6	-4	-4	6	0.18	8	-8
CC(C)OC(=O)/C(C#N)=C\c1cccnc1	4.2	3	-1.8	1	7	12	-0.06	37	-2
Cc1cccc(NC(=O)CSc2ncnc3nc[nH]c23)c1	0.0	7	-3.8	5	-2	4	1.7	-1	-3
COc1ccc(C)cc1NC(=O)C(=O)NNC(=O)COc1ccc(Cl)cc1	1.9	1	1.4	-2	-18	7	78*	20	-3
O=C(NCc1ccc(F)cc1)C(C(=O)NCc1ccc(F)cc1)c1ncc(C(F)(F)F)cc1Cl	0.0	-4	1.3	-29	-10	3	0.04	2	2
CN(C)S(=O)(=O)c1cccc(C(=O)N(Cc2ccc(F)cc2)Cc2ccco2)c1	0.1	-7	-1.7	10	-3	-10	-0.67	-8	-3
COc1ccc(Cn2nnnc2C(C(C)C)N2CCN(c3ccccc3OC)CC2)cc1 (stereo not drawn)	-0.3	6	-9.7	-3	3	3	-0.62	3	-3
COC(=O)C1=CN(Cc2ccc(OC)cc2)C=C(C(=O)OC)C1c1ccsc1	-2.0	-5	2.0	-6	-3	2	-1.7	7	-9
Cc1cc(NC(=O)Cn2cnc3c(cnn3C(C)(C)C)c2=O)no1	0.1	0	-1.0	2	9	4	0.69	3	-5
CCOC(=O)CNc1c(-c2ccc(Cl)cc2)nc2cnccn12	-0.3	-7	-1.0	·	-13	-12	-1.2	-15	1
CSc1ccccc1NC(=O)CN1CCN(Cc2ccccc2)CC1	1.1	-6	1.4	8	-4	3	0.3	30	-9
CCOC(=O)c1nc2sc(C)c(C)c2c(=O)[nH]1	0.0	0	-0.3	8	-34	2	0.55	1	-2
S=C(Nc1ccccc1)Nc1nccs1	16	9	-16	-3	3	14	138*	7	3
COC(=O)C1=C(N)Oc2cc(C)n(Cc3cccnc3)c(=O)c2C1c1ccc(OC)c(OC)c1 (stereo not drawn)	-0.1	2	-3.3	·	-10	9	-0.51	1	1
COc1ccc(OC)c(NC(=O)C2CCC(CNc3c(N4CCOCC4)c(=O)c3=O)CC2)c1 (stereo not drawn)	-0.1	-1	-1.8	15	0	8	·	13	-2
CC(C)CC(=O)Nc1sc2c(c1C#N)CC(C)(C)NC2(C)C	0.1	-1	0.7	6	5	13	0.96	0	-1
O=C(N/N=C/c1cccc([N+](=O)[O-])c1)c1cc(-c2ccc3c(c2)OCO3)n[nH]1	0.6	0	2.5	-18	-1	-3	-0.1	2	-5
O=C(c1ccc(CNc2c(N3CCOCC3)c(=O)c2=O)cc1)N1CC=C(c2ccccc2)CC1	2.9	3	-3.5	-9	-9	16	-0.63	2	-4
CC1CC(N(C(=O)c2ccccc2Cl)c2ccccc2)c2ccccc2N1 (stereo not drawn)	-0.1	1	-12	·	-2	14	·	0	-1
C=CCn1c(SCn2nnc3ccccc3c2=O)nnc1-c1ccc(Cl)cc1	1.2	-10	-0.2	-3	8	-8	-0.4	1	-11
O=C(Nc1ccccc1)Nc1ccc2ncoc2c1	-0.3	-3	-6.4	-5	1	0	-0.34	12	1
CCO[C@@H]1OC(C(=O)N2CCN(Cc3ccccc3)CC2)=C[C@H](c2coc3ccccc3c2=O)[C@H]1CCCO	0.5	2	7.5	3	1	8	-0.35	-10	2
Cc1ccc2nc(-c3ccc(NC(=O)CN4C(=O)c5ccccc5C4=O)cc3)sc2c1	1.7	6	1.4	2	-7	11	0.47	6	-3
NNC(=O)c1oc2nc(-c3ccco3)cc(-c3ccco3)c2c1N	1.9	5	-14	-29	5	7	-0.033	-11	1
Fc1ccc(N2CCN(Cc3cnc(Cl)s3)CC2)cc1	0.1	-1	0.3	11	-4	10	-0.79	8	4
CCn1c(SCC(=O)O)nnc1-c1ccc2[nH]c(C)c(C)c2c1	·	-3	1.5	·	-10	8	-0.0058	-2	-3
COc1ccc2c(c1)CC(C)C/C2=N\NC(=O)c1ccco1 (stereo not drawn)	-0.3	4	-1.2	-15	-1	14	0.75	14	12
COc1cccc(NC(=O)CCSc2nnc3scc(-c4ccccc4)n23)c1	·	3	-1.6	·	-4	6	-0.94	-19	-2
Cc1cc(C)c(S(=O)(=O)NCC2CCC(C(=O)NCc3ccccn3)CC2)c(C)c1 (stereo not drawn)	-0.8	1	0.4	·	·	9	0.0031	9	-2
CCn1c(C)nc2cc(C(=O)NNC(=O)CCC3CCCC3)ccc21	0.3	1	0.9	4	-10	1	-0.73	-2	-6
CNC(=S)N1CCC(NC(=O)C(Cc2ccccc2)NC(C)=O)CC1 (stereo not drawn)	0.3	-8	0.9	-4	-9	5	-0.88	3	-2
COc1ccc(/C=N/Nc2nc(-c3cccc(S(=O)(=O)N4CCCC4)c3)cs2)c(OC)c1	0.2	3	0.5	2	-30	5	-0.68	0	-7
COC(=O)c1ccc(CN2[C@H](C(=O)OC)C[C@@]3(O)[C@H](O)[C@H](O)[C@H](O)C[C@@H]23)cc1	-1.0	-3	1.7	-5	-2	2	0.81	28	-2
O=C(O)c1ccc(N2C(=O)Nc3ccccc3N2O)cc1	1.6	-2	0.5	·	·	8	-0.5	7	-4
CC(C)CCN(C)C1CCN(C(=O)Nc2c(F)cccc2F)CC1	0.8	-3	0.2	3	-28	6	·	0	-12
O=C(/C=C/c1ccc(Cl)cc1)Nn1c(-c2cccs2)nc2ccccc2c1=O	-0.1	6	2.2	·	-12	8	0.17	0	-1
CN(C(=O)c1ccccn1)c1nnc(-c2ccccn2)s1	1.4	0	0.7	0	-35	8	·	1	2
CCCCC(=O)Nc1ccc2c(c1)nc(CCN1CCOCC1)n2C	0.0	0	-2.7	-7	-5	11	1.2	0	-3
CC(=O)c1c(-c2ccc(Cl)cc2)c2ccccc2[nH]c1=O	-1.0	8	-0.4	0	16	27	-0.037	15	15
COC(=O)c1sc(-c2ccc(Cl)cc2)cc1NC(=O)c1ccccc1C(=O)O	1.0	1	2.0	23	2	5	-1.8	23	-1
COc1cccc(CNc2ccc([N+](=O)[O-])c(NCC(=O)O)n2)c1	1.0	-1	0.1	-30	-5	10	-0.47	24	5
O=C(CCc1nnc(CCCc2ccccc2)o1)NCCCC1CCCC1	0.3	-7	0.6	-4	-2	3	-3.1	10	4
Cc1cc(C)n(-c2ccc(C(=O)Nc3cccnc3)cc2)n1	0.7	4	4.9	22	3	8	0.35	6	2
COc1cccc2nc3cc(C)c(C)cc3nc12	-2.6	1	-25	·	-1	5	0.47	-29	-6
C[C@@H](C(=O)Nc1nc(-c2ccccn2)cs1)N1C(=O)C2CCCCC2C1=O (stereo partly drawn)	0.3	-6	0.6	-9	-160	2	0.0087	4	-3
Cc1ccc(-n2nc(C(=O)N3CCOCC3)cc2-c2ccc(Cl)cc2)cc1	0.1	-1	-6.2	-2	3	-2	·	2	1
COc1cc(/C=N/NC(=O)CN(Cc2ccccc2)S(=O)(=O)c2ccc3c(c2)OCCO3)ccc1O	1.4	2	1.1	5	-21	7	-4.4*	4	-5
CC1CCC(NC(=O)c2ccc(CS(=O)(=O)Cc3ccccc3F)o2)CC1 (stereo not drawn)	3.6	0	1.0	4	-3	13	·	14	-1
Cc1ccc(S(=O)(=O)CCc2nnc(N)s2)cc1	-0.3	0	-1.5	-4	-3	6	-0.71	0	1
CCOC(=O)c1c(NC(=O)COC)sc2c1CCCC2	0.5	3	-2.3	-5	4	5	·	-1	0
CCC1(CC)C(=O)N=C2c3ccccc3C(=O)N21	-0.3	16	0.6	0	7	25	-0.14	-4	9
O=C(O)c1csc(-c2ccc(Cl)cc2)n1	-0.2	4	0.3	-6	0	8	-0.47	26	-6
N#Cc1ccccc1NC(=O)c1ccc(-c2ccccc2Cl)o1	-0.1	18	-1.3	-1	-2	25	-0.22	8	-3
Cc1cc(NS(=O)(=O)c2ccc(Nc3nc(-c4ccc(O)cc4)cs3)cc2)no1	0.7	3	0.8	-11	-17	15	0.52	13	-7
O=C(CSc1nnc2ccc(-c3cccnc3)nn12)Nc1ccc(F)cc1F	4.0	5	0.3	-4	0	·	0.069	-2	-2

Only part of the results is shown. The share of hits here may be higher or lower than overall.
